Rpn11 inh: inhibitors of human proteasome Rpn11. AID 588493. hit rate 0.59% among 360,000. calls only at 20 µM. human 26S proteasome, Ub4-pepOG fluorescence polarization; 20S core pre-blocked with epoxomicin. O00487;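 active means inhibition at 20 µM, scaled to each plate's controls, above about 33%, limit read from the data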
Rin1-Abl PPI inh: inhibitors of human Rin1-Abl protein interaction; P00519+Q13671; inhibition, % at 7.35 µM; hit rate 0.4% among 360,000; TR-FRET Rin1/Abl binding, biochemical; in the data active means inhibition above about 5%, passing the limit was not always enough
MsrA inh: inhibits bovine methionine sulfoxide reductase A; hit rate 0.75% among 360,000; inhibition, % at 15.5 µM; purified bovine MsrA, absorbance read-out; in the data active means inhibition above about 4.5%;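 further: 0% = vehicle wells with enzyme and 100% = reference inhibitor wells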
PABP1 MLLE inh: blocks PAM2 peptide binding to the PABP1 MLLE domain; GST-MLLE / FITC-PAM2 fluorescence polarization; inhibition, % at 20 µM; hit rate 0.36% among 360,000; AID 588489; in the data active means inhibition above about 35%, passing the limit was not always enough;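 further: plate controls were DMSO wells with GST-MLLE for no effect and wells lacking GST-MLLE protein for full effect; some results filed as inactive read as strong as hits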
MT1-MMP act inh: blocks activation of human MT1-MMP; P50281; HT1080 RFP-PRO-GFP cells, GFP/RFP ratio fluorescence, overnight; percent of plate control window, DMSO zero; GFP/RFP ratio change, % at 20 µM; hit rate 0.061% among 360,000; AID 651647;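 active means GFP/RFP ratio change of at least 30% with cell ATP level not reduced by more than half and red fluorescence within 50% of control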; further: strong numbers were not always called active
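Compound: 20 µM single dose, 1% DMSO / System: HT1080 RFP-PRO-GFP cells / Controls: DMSO and RFP-L50D-GFP cell wells / Read-out basis: GFP/RFP fluorescence ratio / Schedule: overnight compound exposure at 37 °C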
FAS-TE inh: inhibitors of human fatty acid synthase thioesterase domain. P49327. recombinant FAS-TE, OMFH fluorogenic substrate, fluorescence endpoint. inhibition, % at 15 µM. hit rate 0.67% among 360,000;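 active means compounds whose normalised, plate-corrected inhibition of enzyme fluorescence in the single-dose primary screen is 50% or more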;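 further: 0% = DMSO with enzyme and 100% = substrate without enzyme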
eLon inh: inhibitors of E. coli Lon protease; P0A9M0; purified E. coli Lon protease, fluorescence polarization; inhibition, % at 7.94 µM; hit rate 0.42% among 360,000; in the data active means inhibition above about 13%, passing the limit was not always enough;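 further: 0% = enzyme with probe and DMSO and 100% = no enzyme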
Target sequence (P0A9M0 whole entry, looked up): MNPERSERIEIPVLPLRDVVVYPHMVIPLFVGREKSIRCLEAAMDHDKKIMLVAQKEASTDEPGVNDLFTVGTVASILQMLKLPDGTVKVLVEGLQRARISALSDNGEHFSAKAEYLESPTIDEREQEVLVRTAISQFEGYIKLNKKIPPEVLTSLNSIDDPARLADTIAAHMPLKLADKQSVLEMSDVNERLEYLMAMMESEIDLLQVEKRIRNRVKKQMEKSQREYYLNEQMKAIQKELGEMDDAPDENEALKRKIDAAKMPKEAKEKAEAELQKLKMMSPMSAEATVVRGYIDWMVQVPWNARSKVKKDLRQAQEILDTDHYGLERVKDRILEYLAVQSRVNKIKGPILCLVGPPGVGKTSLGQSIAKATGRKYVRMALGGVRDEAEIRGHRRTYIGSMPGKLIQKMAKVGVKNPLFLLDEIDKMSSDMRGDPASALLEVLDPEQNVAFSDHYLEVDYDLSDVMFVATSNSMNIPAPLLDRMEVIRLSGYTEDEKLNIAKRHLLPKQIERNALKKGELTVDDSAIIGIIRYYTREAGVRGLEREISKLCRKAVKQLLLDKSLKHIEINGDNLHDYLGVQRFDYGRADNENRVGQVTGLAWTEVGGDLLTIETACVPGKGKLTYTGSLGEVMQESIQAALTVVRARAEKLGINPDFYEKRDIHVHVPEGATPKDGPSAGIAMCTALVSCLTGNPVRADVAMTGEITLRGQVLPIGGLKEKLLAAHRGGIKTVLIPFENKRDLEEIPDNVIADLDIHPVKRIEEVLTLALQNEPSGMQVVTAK
bovine MsrA act: bovine methionine sulfoxide reductase A activation; purified bovine MsrA, absorbance read-out; activation, % at 10.6 µM; hit rate 0.3% among 360,000; AID 602163; in the data active means activation above about 7.5%;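 further: 0% = vehicle and 100% = reference activator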
CSN inh: inhibitors of human CSN-mediated cullin deneddylation; Purified CSN, SCF-Nedd8-OG deneddylation, fluorescence polarization; inhibition, % at 12.5 µM; hit rate 0.38% among 360,000; AID 651999; Q92905;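 active means pattern-corrected inhibition above about 35%, with an unprinted fluorescence ratio check between 0.5 and 1.5, limit read from the data, passing the limit was not always enough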;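 further: 0% = enzyme with substrate and 100% = substrate without enzyme; some results filed as inactive read as strong as hits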
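Material: human Csn5 produced in HEK293T cells; Input: enzyme 0.24 nM; Reagent: SCFSkp2-Nedd8OG substrate at 10 nM final; Dosing: 12.5 µM compound; Incubation: 90 min reaction at room temperature; Detection: fluorescence polarization of the substrate; Evaluation: % inhibition of substrate cleavage by Csn5; Control set: substrate-only high control, full reaction low control.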
* hit, by the source's call; i = inactive; / = no result given. Outcome played no part in choosing rows; any-hit rate near 3.7%.

No.	SMILES	Rpn11 inh	Rin1-Abl PPI inh	MsrA inh	PABP1 MLLE inh	MT1-MMP act inh
1	Cc1ccc(S(=O)(=O)N2CCC(=O)N(CCOC(=O)Nc3cc(C)cc(C)c3)CC2)cc1	i	3	-1.1	4	2
2	COc1cc(C)ccc1Oc1ccc([N+](=O)[O-])cc1	i	3	0.1	5	2
3	COc1cccc(-c2cc(NC=O)c3ncc(-c4cccc(C(=O)N(C)C)c4)n3c2)c1	i	-7	1.0	-57	-9
4	CNC(=O)c1nc(C)n(-c2cc(Cl)ccc2Cl)n1	i	1	0.1	4	-8
5	O=C(CSc1nnc(SCc2ccccc2Cl)s1)N/N=C/c1ccc(C(=O)O)cc1	i	-1	0.5	-52	-2
6	CCOC(=O)CSC(CC)C(=O)Nc1nnc(C(C)C)s1 (stereo not given)	i	-3	0.1	24	-5
7	O=C(ON=C1CCSCC1)c1ccccc1	i	-1	0.6	-8	1
8	O=C(NCC1CCCO1)C1CCC(=O)N1Cc1ccccc1Cl (stereo not given)	i	-3	-0.2	7	0
9	O=S(=O)(NCC1CCC(NS(=O)(=O)c2c(F)cccc2F)CC1)c1ccc2c(c1)OCCO2 (stereo not given)	i	0	-1.1	1	10
10	COc1ccc(C(=O)COC(=O)c2ccc(-n3cnnn3)cc2)c(OC)c1	i	-2	-0.1	-3	12
11	c1ccc(CN2CCOCC2)cc1	i	-1	-0.6	5	2
12	CN(C)C(=O)CCc1ccc2c3c([nH]c2c1)[C@]1(C)[C@@H](C(=O)N2CCOCC2)C[C@H](CC(=O)NCC24CC5CC(CC(C5)C2)C4)C(=O)N1CC3	i	-3	0.1	6	-5
13	O=C(/C=C/c1cccc([N+](=O)[O-])c1)N1CCN(c2ccc(F)cc2)CC1	i	-2	-0.4	-6	6
14	CC1C(=O)Nc2ccccc2N1C(=O)c1ccc(Cl)c(Cl)c1 (stereo not given)	i	0	1.6	7	1
15	CC(C)(C)n1nnnc1C(c1cccnc1)N1CCOCC1 (stereo not given)	i	3	-0.2	-3	0

No.	FAS-TE inh	eLon inh	bovine MsrA act	CSN inh
1	15	-22	-3	1
2	24	3	-1	-1
3	3	-13	-5	10
4	-10	0	-7	-2
5	9	3	-3	-2
6	-6	-5	5	3
7	-4	-5	-2	1
8	-8	-1	-5	0
9	-1	0	0	-4
10	-3	-17	0	-7
11	-10	-5	-10	-3
12	0	-4	3	2
13	80*	0	-3	-3
14	-4	-5	1	2
15	-10	9	-1	-3

Retrieved one by one from the list above (6):
No.	SMILES	Rpn11 inh	Rin1-Abl PPI inh	MsrA inh	PABP1 MLLE inh	MT1-MMP act inh
11	c1ccc(CN2CCOCC2)cc1	i	-1	-0.6	5	2
3	COc1cccc(-c2cc(NC=O)c3ncc(-c4cccc(C(=O)N(C)C)c4)n3c2)c1	i	-7	1.0	-57	-9
2	COc1cc(C)ccc1Oc1ccc([N+](=O)[O-])cc1	i	3	0.1	5	2
8	O=C(NCC1CCCO1)C1CCC(=O)N1Cc1ccccc1Cl (stereo not given)	i	-3	-0.2	7	0
10	COc1ccc(C(=O)COC(=O)c2ccc(-n3cnnn3)cc2)c(OC)c1	i	-2	-0.1	-3	12
13	O=C(/C=C/c1cccc([N+](=O)[O-])c1)N1CCN(c2ccc(F)cc2)CC1	i	-2	-0.4	-6	6

No.	FAS-TE inh	eLon inh	bovine MsrA act	CSN inh
11	-10	-5	-10	-3
3	3	-13	-5	10
2	24	3	-1	-1
8	-8	-1	-5	0
10	-3	-17	0	-7
13	80*	0	-3	-3

The list continues.
No.	SMILES	Rpn11 inh	Rin1-Abl PPI inh	MsrA inh	PABP1 MLLE inh	MT1-MMP act inh
16	O=C(Cc1ccc(Cl)cc1)NCCCn1ccnc1	i	-2	0.1	-9	-11
17	CCOC(=O)N1CCC(NC(=O)c2ccc3c(c2)N(C)CCS3)CC1	i	-5	1.3	37	0
18	CN(CC(=O)N1CC(=O)N(CCc2ccccc2)C(=O)C1)S(=O)(=O)c1cccc2nsnc12	i	-5	1.1	8	4
19	COc1cccc(C(=O)NC2CC(C)(C)NC(C)(C)C2)c1OC	i	0	-2.1	7	-5
20	O=C(CNCc1ccncc1)Nc1cc(S(=O)(=O)N2CCCCC2)ccc1Cl	i	2	0.8	-40	-4
21	COC(=O)N1CCCCC1c1cc(C(=O)NCc2ccc(Cl)c(Cl)c2)no1 (stereo not given)	i	0	1.4	10	3
22	O=C(NCc1ccco1)c1cccc(NS(=O)(=O)c2ccccc2F)c1	i	0	0.1	3	-3
23	Cc1ccc(NC(=O)CSC(N)=O)cc1Cl	i	3	0.1	41*	0
24	CCc1nnc(NS(=O)(=O)c2ccc(N3C(=O)c4ccccc4C3=O)cc2)s1	i	0	-0.9	11	0
25	COc1ccc2cc(C(c3nnnn3CCc3ccccc3)N3CCC(O)CC3)c(=O)[nH]c2c1 (stereo not given)	/	-4	3.3	-72	-10
26	CCCn1nc(C(=O)NCc2ccccn2)c2ccccc2c1=O	i	0	-0.2	7	-2
27	CCN(CC)S(=O)(=O)c1cc(C(=O)n2cccn2)c(Cl)cc1Cl	i	-3	-0.1	2	1
28	COc1ccc2c(c1)CCN1C2CCN2C(=O)CCC21 (stereo not given)	i	1	0.8	58*	-4
29	COc1ccc(/C=N/NC(=O)Cn2cnc3ccccc3c2=O)cc1	i	0	0.7	3	5
30	COCCNc1ncnc2c1cnn2Cc1ccc(Cl)cc1	i	-5	-0.9	-4	7

No.	FAS-TE inh	eLon inh	bovine MsrA act	CSN inh
16	-4	-2	-3	1
17	-2	6	1	-2
18	-2	-1	-3	-2
19	-6	-10	0	4
20	-17	-3	-3	15
21	20	-1	-2	3
22	-11	-6	-3	2
23	-236	7	-1	7
24	-11	4	0	2
25	-13	-68	-6	14
26	-9	-12	-3	1
27	0	-7	-1	3
28	-2	4	-5	-7
29	-8	2	3	-1
30	-5	-1	2	-1

(further entries)
No.	SMILES	Rpn11 inh	Rin1-Abl PPI inh	MsrA inh	PABP1 MLLE inh	MT1-MMP act inh
31	Cc1nc(NC(=O)c2ccc(Cl)cc2)nc2cc3c(cc12)OCO3	i	-2	1.4	2	2
32	O=C(N/N=C\c1ccncc1)c1ccccc1O	i	1	1.2	-8	2
33	Cn1cc(-c2coc3c(C(=O)NCc4cccc(Cl)c4)cccc23)cn1	i	4	0.7	-48	1
34	O=C(CNC(=O)OCc1ccccc1)Oc1ccc2ccc(=O)oc2c1	i	1	0.3	10	-1
35	O=C(O)c1ccn(CSc2cc(Cl)ccc2Cl)n1	i	6	0.1	30	1
36	N#CC1=C(N)OC2=C(C(=O)CCC2)C12CCC1(CC2)OCCO1	i	2	-1.2	13	-2
37	O=C1c2ccccc2C(=O)N1N=Cc1ccc2c(c1)OCO2	i	5	1.3	-17	-3
38	CCCC(=O)Nc1c(-c2cccc(C)c2)c(=O)c2ccccc2n1C	i	-1	1.5	0	-4
39	O=c1[nH]c(C2CCN(S(=O)(=O)c3ccc4c(c3)OCCO4)CC2)nc2c1nnn2Cc1ccccc1F	i	4	0.4	-3	-7
40	CCc1noc(C)c1C(=O)NCCc1c[nH]c2ccccc12	i	-1	-0.5	-1	-2
41	CCOC(=O)/C=C/COc1ccccc1[N+](=O)[O-]	i	-3	0.5	-1	-4
42	O=C(CC1C(=O)NCCN1Cc1ccc(F)cc1)NCCN1CCCc2ccccc21 (stereo not given)	i	1	0.0	-4	-4
43	O=C(Oc1ccc(Cl)cc1)c1ccc(COC(=O)c2cnccn2)cc1	i	-4	/	-3	1
44	CCCCc1ccc(NC(=S)N2CCN(c3ccccn3)CC2)cc1	i	2	-0.8	-128	5
45	O=C(c1ccccc1)N1CCN(S(=O)(=O)N2CCCCCC2)CC1	i	-1	0.8	3	0

No.	FAS-TE inh	eLon inh	bovine MsrA act	CSN inh
31	-6	-7	-3	1
32	-6	-7	-6	1
33	5	10	-2	2
34	-2	-6	-3	1
35	-6	6	-3	1
36	-5	-3	-2	2
37	-7	4	-4	-2
38	-6	6	-1	-2
39	18	-3	0	1
40	-4	-4	-1	-2
41	-3	0	-8	-2
42	0	-2	-6	-2
43	22	-2	-1	0
44	6	1	-6	10
45	-5	-12	-2	2

Later entries
No.	SMILES	Rpn11 inh	Rin1-Abl PPI inh	MsrA inh	PABP1 MLLE inh	MT1-MMP act inh
46	CCOC(=O)C1(CCCc2ccccc2)CCN(C(=O)C2CCCN(C(N)=O)C2)CC1 (stereo not given)	i	0	-1.8	8	2
47	NC(N)=Nc1nc2ccccc2o1	i	3	-0.2	11	2
48	COc1ccc(N(Cc2cc3ccccc3[nH]c2=O)S(=O)(=O)c2ccccc2)cc1	i	-2	1.0	6	-2
49	Cc1ccc(-n2nc(C)c3c(C)c(CCC(=O)O)c(C)nc32)cc1	i	0	1.0	-3	1
50	c1ccc(OCc2nn3c(C4CCCCC4)nnc3s2)cc1	i	-1	-0.6	20	-3
51	Cc1cc(C)cc(Cn2cc(CN3CC(N4CCN(CCN(C)C)CC4)CS3(=O)=O)nn2)c1 (stereo not given)	/	/	-0.8	/	3
52	CCSc1nc(-c2ccc(OC)cc2)cc(-c2ccc(OC)cc2)c1C#N	i	-6	0.9	19	0
53	Fc1ccccc1Nc1nc2ccccc2n2nnnc12	i	-5	11*	-16	-5
54	CCOC(=O)c1c(C)nc2c(c1C)/C(=N/O)CC(C)(C)C2	i	2	-0.1	-1	0
55	COc1ccc(-c2cc(C(=O)OCC(=O)Nc3ccc4c(c3)OCO4)c3ccccc3n2)cc1	i	-1	0.1	-5	5
56	Cc1cccc(CSc2nc3c(cc2C#N)CCC3)c1	i	6	-0.8	16	-3
57	Cc1ccc(NCc2cccnc2)cc1	i	0	0.7	5	-2
58	CCOc1ncccc1C(=O)OCc1c(Cl)cccc1Cl	i	0	1.2	9	5
59	N#CC(C#N)=C(N)Nc1cccc(Cl)c1	i	2	0.0	11	-1
60	O=C(OCC(=O)N1CCN(c2ccccc2)CC1)c1cc(Cl)ccc1[N+](=O)[O-]	i	-6	0.1	5	-8
61	CC(C)NC(=O)CN(c1cccc(Br)c1)S(C)(=O)=O	i	2	-0.3	4	6
62	Cc1n[nH]c(C)c1S(=O)(=O)N1CCCC(C(=O)NCC2COc3ccccc3O2)C1 (stereo not given)	i	0	-0.3	4	6
63	COc1ccc(N2CCN(C(=O)Cn3c(=O)[nH]c4ccsc4c3=O)CC2)cc1	i	2	0.4	-8	0

No.	FAS-TE inh	eLon inh	bovine MsrA act	CSN inh
46	-6	-10	-2	6
47	1	3	-1	2
48	11	-9	-7	5
49	-5	-15	-1	7
50	7	8	-12	1
51	-11	-2	-3	2
52	28	8	-4	-1
53	-4	-165	-4	6
54	-8	-1	6	-2
55	31	-9	-5	-7
56	13	0	3	-1
57	-9	8	-6	-5
58	11	8	-4	-4
59	-6	0	-4	0
60	19	8	-3	-2
61	-5	-4	-5	-4
62	-5	-5	-3	0
63	-1	-11	-10	-5

Assay outcomes (PubChem)
